MITF primary – MITF inhibitors, primary screen, biochemical, AlphaScreen, human. AID 1259374, 2018. hit rate 0.91% among 650,000. AlphaScreen MITF homodimerization, bead proximity signal. inhibition, % at 2.6 µM. Microphthalmia-associated transcription factor (Homo sapiens), O75030; in the data active means inhibition above about 50%;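 further: 0% = vehicle wells with protein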
FBW7 activator – FBW7 E3 ligase activators, primary screen, biochemical, AlphaScreen, human. F-box/WD repeat-containing protein 7 (Homo sapiens), Q969H0. AlphaScreen FBW7–phospho-cyclin E peptide binding, activator screen. normalized activity (activation), % at 26.1 µM. hit rate 0.13% among 650,000. AID 1259310, 2017; in the data active means normalized activity above about 1.9%;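 further: purified mutant Fbw7 with reduced substrate affinity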
Target sequence (Q969H0 whole entry, looked up): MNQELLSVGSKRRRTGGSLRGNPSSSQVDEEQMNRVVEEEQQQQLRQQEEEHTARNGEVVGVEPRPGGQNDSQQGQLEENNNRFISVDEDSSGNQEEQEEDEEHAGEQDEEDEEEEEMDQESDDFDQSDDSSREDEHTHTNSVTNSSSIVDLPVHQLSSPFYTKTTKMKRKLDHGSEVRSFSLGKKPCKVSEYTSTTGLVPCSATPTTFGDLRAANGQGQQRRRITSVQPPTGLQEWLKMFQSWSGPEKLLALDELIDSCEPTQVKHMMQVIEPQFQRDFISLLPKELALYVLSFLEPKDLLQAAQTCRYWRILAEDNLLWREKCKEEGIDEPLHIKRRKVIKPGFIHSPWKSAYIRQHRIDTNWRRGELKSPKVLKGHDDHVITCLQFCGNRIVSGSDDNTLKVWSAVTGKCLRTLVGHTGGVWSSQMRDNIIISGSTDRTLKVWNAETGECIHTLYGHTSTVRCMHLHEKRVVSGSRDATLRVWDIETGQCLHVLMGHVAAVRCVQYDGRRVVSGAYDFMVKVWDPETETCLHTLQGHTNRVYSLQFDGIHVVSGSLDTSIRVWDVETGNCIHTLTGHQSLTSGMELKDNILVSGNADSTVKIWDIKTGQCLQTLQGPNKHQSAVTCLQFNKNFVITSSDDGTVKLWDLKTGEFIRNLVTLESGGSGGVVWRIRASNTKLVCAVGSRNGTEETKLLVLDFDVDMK
TEAD-YAP block – TEAD-YAP interaction inhibition, primary screen, TEAD-YAP interaction inhibitor project, luminescence, HEK-TIYL cells; AID 1259422, 2018; inhibition, % at 9.12 µM; hit rate 1.4% among 640,000; TEAD-Gal4/YAP UAS-luciferase luminescence; in the data active means inhibition above about 32%;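 further: 0% = median of test compound wells and 100% = reference inhibitor wells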
GPR151 ag – activators of human GPR151, primary screen, cell-based, PathHunter beta-arrestin, luminescence. PathHunter beta-arrestin GPR151 cells. activation, % at 11.2 µM. hit rate 1% among 650,000; in the data active means activation above about 4.9%;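 further: 0% = median of compound wells and 100% = cells with positive control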
* hit, by the source's call; & = joins results of further samples.

SMILES	MITF primary	FBW7 activator	TEAD-YAP block	GPR151 ag
C=CCNC(=O)COc1ccc(-c2ccc(C#N)cc2)cc1	18.3	0.2	9.3	-1.6
CCC(CC)C(=O)N1c2ccccc2C(C)(c2ccccc2)CC1(C)C (stereo not given)	-7.3	0.1	-6.2	1.1
CC(=O)N/C(=N\c1nc(C)cc(C)n1)Nc1cccc(Cl)c1	-9.2&7.2	-0.1&0.2	0.5&1.1	-0.9&0.4
O=S(=O)(c1cccc2nsnc12)N(CCc1ccccc1)Cc1ccccc1	1.6	0.0	-6.7	0.0
COc1cccc(CNC(=O)Cn2nc(C(=O)O)c3ccccc3c2=O)c1	1.3	-0.2	-1.2	-0.9
C(=N\c1nnc2n(/N=C/c3cccs3)cnn12)/c1cccs1	-10.3	0.0	-2.0	1.5
COc1ccc(NC(=O)CCSC)cc1S(N)(=O)=O	-8.0	0.0	1.9	0.2
CN(C)C(=O)CCSc1cc(-c2cn[nH]c2)ccc1NC(=O)OCc1ccccc1	3.6	0.0	-14.7	0.1
O=C(NCC1CCCO1)C1Sc2nnc(-c3ccccc3)n2NC1c1ccc(F)cc1 (stereo not given)	-10.1	-0.1	10.1	0.8
c1ccc(-n2ncc3c(Oc4cccc5cccnc45)ncnc32)cc1	-1.4	1.4	42.7*	-0.6
CCOC(=O)N1CCN(C(=O)C2CC23CCN(C(=O)/C=C/C(C)C)CC3)CC1 (stereo not given)	-25.8	0.2	1.0	-0.2
O=C(Cn1cc(C(=O)c2ccc(Cl)cc2)c(=O)c2cc(F)ccc21)Nc1ccc(F)cc1	0.7	0.1	2.6	-0.1
Cc1cc2cc3c(C)cc(=O)oc3c(C)c2o1	0.2&-0.1&-6.1&0.1	-0.1&0.1&0.7&-0.1	0.7&-1.6&1.5	-0.5&0.0&-3.4&1.8
O=C(NCCc1nnc2n1CCN(Cc1c(F)cccc1F)CC2)c1ccoc1	15.6	0.2	4.6	0.7
COc1ccc(-c2nc3cc(C)ccc3o2)cc1NC(=O)c1cccc(Br)c1	10.0	0.1	6.6	-0.8
N#C/C(=C\c1ccccc1OC(F)F)c1ccccn1	12.6	0.0	-1.7	1.9
O=C(Nc1cc2c(cc1C(=O)c1ccc(Br)cc1)OCCO2)c1ccc(Cl)cc1	-6.0	0.0	10.9	0.6
CCN1CCc2c(sc(NC(=O)c3cccs3)c2-c2nc3ccccc3s2)C1	0.9	-0.5	-5.5	1.7
O=C(Nc1nccs1)c1cc2c(=O)n3ccccc3nc2s1	-3.7	0.0	7.3	1.4
O=C1N=c2ccc([N+](=O)[O-])cc2=C1c1sc(=O)[nH]c1O	-1.3	-0.2	16.0	0.2
O=C(O)C1C2C=CC(C2)C1C(=O)N1CCOCC1 (stereo not given)	-4.2	-0.1	0.8	1.7
Oc1ccc(Cn2cc[nH]c2=S)cc1	10.6	0.0	0.8	8.9*
Cc1noc(C)c1COC(=O)C1CCN(S(=O)(=O)c2ccc(F)cc2)CC1	1.5	0.0	-11.9	-0.2
Cc1cc(N(C)C)nc(NCCNC(=O)COc2ccc(Cl)cc2)n1	-6.5	0.1	23.2	0.2
O=C(COc1ccc(F)cc1)Nc1cccc2ccc(-n3ccnc3)nc12	13.5	0.6	8.3	-2.5
NC(C(=O)N1CCC(Nc2ccc3[nH]ncc3c2)C1)c1cccc(Br)c1 (stereo not given)	25.7	0.0	0.0	2.0
CCOC(=O)C1=C(N)OC2=C(C(=O)CC(C)(C)C2)C1c1cc([N+](=O)[O-])c(C)s1 (stereo not given)	9.2	-0.2	6.5	1.0
Cc1c(C(=O)N2CCC(C(N)=O)(N3CCCCC3)CC2)sc2ncn(CC(=O)N3CCC(C)CC3)c(=O)c12	9.2	1.6	-4.6	1.4
COc1cc(C=C2C(=O)N(C)C(=O)N(C)C2=O)cc(I)c1O	5.7	-0.6	-5.2	-1.1
CCN(CC)C(=O)CSc1nnc(-c2ccccn2)n1-c1ccccc1C	16.5	0.1	6.2	1.4
O=C1C=CC(=O)N1c1ccc([N+](=O)[O-])cc1Br	-1.8	-0.2	-8.1	-0.4
O=c1c(-c2ccccc2)c(N2CCC(N3CCCCC3)CC2)c1=O	-2.2	-0.1	3.0	-2.0
COc1cccc(Nc2ncnc3c2c(-c2ccccc2)cn3-c2ccc(Cl)cc2)c1	-0.5	0.9	19.5	-0.2
Cc1cc(N2CCCCC2)nc2ccc(NC(=O)C3COc4ccccc4O3)cc12 (stereo not given)	-4.1	0.2	-1.6	1.3
Cc1ccccc1OCC(=O)N/N=C/c1ccc(N(C)C)cc1	6.5	-0.1	-8.4	0.6
N#CC1=C(N)N(c2sc3c(c2C#N)CCCC3)C2=C(C(=O)CCC2)C1c1ccsc1 (stereo not given)	-1.9	0.0	-5.5	0.7
O=C(CN(c1ccccc1Cl)S(=O)(=O)c1ccccc1)NC1CCCC1	-1.6	-0.1	-9.1	0.3
O=C(OCC#CCS(=O)(=O)c1ccc2ccccc2c1)c1ccc(Br)cc1	-6.2	-0.2	10.0	-0.4
Cc1[nH]c(=O)[nH]c(=O)c1NC(=O)CSc1nc2cc3c(cc2cc1C#N)OCO3	7.7	-0.1	-7.9	-0.7
O=C(CC1C(=O)NCCN1Cc1ccc(-c2ccccc2)cc1)NCc1c(F)cccc1F (stereo not given)	2.7	0.3	-2.2	1.8
CC(=O)c1cccc(NC(=O)NCCCNc2nc3cc4c(cc3cc2C#N)OCO4)c1	-14.8	0.0	-5.2	1.1
CN1C(=O)c2ccc(NC(=S)NC(=O)c3ccc4c(c3)OCO4)cc2C1=O	1.2	-0.2	-1.2	-2.7
COC(=O)c1ccc(OC(=O)CN2C(=O)C(=O)N(C)C2=O)cc1	11.3	0.1	3.2	-1.4
COc1ccc(N2CCN(C(=O)C3C4C=CC5(CN(Cc6ccccc6Cl)C(=O)C35)O4)CC2)cc1 (stereo not given)	5.0	0.7	13.4	0.1
CCc1ccc(S(=O)(=O)Nc2cc(C(C(=O)OC(C)C)C(=O)C(F)(F)F)c(O)c3ccccc23)cc1 (stereo not given)	-8.1	-0.1	23.9	4.8
CC(=O)c1ccc(C(=O)Nc2nc(-c3ccccc3)cs2)cc1	-4.4	0.1	-10.7	0.1
CCOC(=O)N1CCN(CC(O)COc2cc(C)ccc2C)CC1 (stereo not given)	12.1	-0.2	-4.6	0.8
c1ccc(CN2CCC(Nc3ncnc4nc(Nc5ccccc5)[nH]c34)CC2)cc1	3.5	-0.1	4.5	2.1
CC(C)CC(NC(N)=O)C(=O)OCC(=O)NCc1ccc2c(c1)OCO2 (stereo not given)	8.3	0.1	-1.8	-1.2
Cc1cc(=O)[nH]c(N2CCN(CC(=O)NC3CCCCC3)CC2)n1	7.5	0.1	8.9	0.1

Other compounds follow.
SMILES	MITF primary	FBW7 activator	TEAD-YAP block	GPR151 ag
c1cc(N2CCOCC2)ccc1Nc1nc(NC2CC2)c2ncn(C3CCCCC3)c2n1	7.5	-0.3	2.0	-0.6
Cc1cc(C)cc(-n2c(SCC(=O)Nc3nccs3)nnc2-c2ccccn2)c1	6.9	0.1	-7.0	-0.2
Cc1ccc(NC(=O)C(=O)NCc2cccc(CNC(=O)C(=O)Nc3ccc(C)cc3C)c2)c(C)c1	2.9	0.0	7.1	0.4
CCOc1ccc(CN(C)S(=O)(=O)c2ccc(Cl)s2)cc1	8.6	0.4	-0.6	-1.2
C#Cc1cccc(C(=O)N2CCc3c(C(=O)NCCC(C)C)c(OC)cc(=O)n3CC2)c1	-3.8	0.3	2.3	2.7
O=S(=O)(c1cccc2nonc12)N1CCCCCC1	1.3	-0.1	12.0	3.5
CC12CCC(C1)C(C)(C)C2OC(=O)C[N+](C)(C)CCOC1CC2CCC1(C)C2(C)C (stereo not given)	12.6	0.5	29.5	0.1
COC(=O)C1=C(C)NC(C)=C(C(=O)OC(C)C)C1c1cccnc1 (stereo not given)	2.8	0.0	-2.1	-0.6
COc1ccc(NC(=O)C2CC(=O)N(c3ccc(OC(C)C)cc3)C2)cc1 (stereo not given)	5.2	0.0	12.3	0.9
COc1cc(C2Nc3ccccc3C(=O)N2c2ccccc2)ccc1O (stereo not given)	14.4	0.8	-23.6	-2.2
CCOC(=O)C(C#N)c1nc2ccccc2nc1N(CC)CC (stereo not given)	7.1	-0.1	0.8	-1.2
CC(C)C[C@H](NS(=O)(=O)c1ccc(F)cc1)C(=O)O	8.1	0.4	-11.8	-0.6
CCOc1ccc(N(C2C=CS(=O)(=O)C2)S(=O)(=O)c2ccc(Cl)cc2)cc1 (stereo not given)	-11.5	-0.2	-2.9	0.4
O=C(Nc1ccccc1C(F)(F)F)c1c(O)c2cccc3c2n(c1=O)CC3	-7.5	0.0	-1.5	0.7
Cc1noc(C(=O)N2CCOCC2)c1Cl	7.8	0.0	1.2	-0.7
O=C1C2C3CCC(C3)C2C(=O)N1c1ccc(Br)c(Cl)c1 (stereo not given)	33.6	-0.1	9.8	-1.3
CCOC(=O)CSc1nc(N)nc(C)c1Br	-10.9	0.0	4.6	2.2
O=C1OC(Nc2ccc(OC(F)(F)F)cc2)c2ccccc21 (stereo not given)	4.0	0.2	15.5	-0.8
CCOC(=O)N1CCN(C(c2ccc(F)cc2)c2sc3ncnn3c2O)CC1 (stereo not given)	8.8	0.1	4.3	1.9
COc1cccc(C(=O)NC(=S)Nc2ccc(N3CCOCC3)cc2)c1	2.9	0.0	-2.9	-0.9
Cc1ncn(-c2ccc(Nc3cc(-c4cc(C)on4)ccn3)cc2)n1	13.7	-0.1	-1.6	0.5
CCN(CCO)C(=O)c1cnc2scc(C(C)(C)C)n2c1=O	17.6	0.0	-11.7	-0.4
COc1ccc2nc(Cl)c3nnnn3c2c1	-1.4	-0.1	11.0	-1.0
O=S(=O)(c1ccc(Cl)s1)N(Cc1ccco1)CC1CCCO1 (stereo not given)	13.8	0.0	2.9	-0.6
NNC(=O)c1cccc(NC(=O)c2ccc(F)cc2)c1	5.8	0.2	-5.8	-0.9
C=CCOc1ccc(/C=N/NC(=O)C(=O)Nc2cccc(C(F)(F)F)c2)cc1	-2.4	0.2	6.1	1.2
Cc1cccc(-n2c(SCC(=O)N3CC(C)CC(C)C3)nc3n[nH]c(C)c3c2=N)c1 (stereo not given)	-1.8	-0.2	3.0	1.2
Cc1ncc(-c2c(-c3ccc(O)cc3O)n[nH]c2C(F)(F)F)s1	7.6	0.7	4.8	-0.2
CN(/C=C/C(=C/C=[N+](C)c1ccccc1)OCCCS(=O)(=O)O)c1ccccc1	2.1&31.2	-0.3&0.2	-12.5&0.8	-0.3&-0.7
Cc1ccc(C(=O)Nc2nc3ccc(S(C)(=O)=O)cc3s2)cc1[N+](=O)[O-]	-3.9	-0.3	-0.6	0.1
CN(CC(=O)Nc1ccccc1Br)S(=O)(=O)c1ccc2ccccc2c1	-17.9	-0.1	-1.7	-0.6
COc1ccc2c(c1)C(=O)CC(c1ccccc1F)O2 (stereo not given)	-4.4	0.1	-13.3	-0.3
COC(=O)c1ccc(C2NC(=O)N(C)C(C)=C2C(=O)OCCc2ccccc2)cc1 (stereo not given)	-12.5	-0.2	-8.9	-0.5
COc1ccc(C2C(C(=O)N3CCN(c4ccccc4OC)CC3)c3ccccc3C(=O)N2Cc2ccc(F)cc2)cc1 (stereo not given)	-8.0	0.0	0.6	0.5
O=C(Nc1ncc([N+](=O)[O-])s1)c1cc2ccccc2oc1=O	-4.8	-0.1	3.0	0.7
Cc1ccccc1NC(=O)CSC1=C(C#N)C(c2ccco2)C2=C(CCCC2=O)N1 (stereo not given)	12.5	0.1	45.0*	0.3
CS(=O)(=O)N(CC(=O)Nc1ccccc1F)c1ccccc1	8.6	0.3	7.3	-1.4
CNC(=O)c1ccsc1NC(=O)/C=C/c1ccccc1	1.3	0.0	-19.4	-7.3
Cc1ccc2[nH]c3c(c2c1)CCc1cn[nH]c1-3	13.3	0.5	-17.3	-2.0

Hits appear at their usual frequency. About 3.4% of those tested had a hit in this group.
